HEK293 NOD2/NF-kB – NOD2 signaling inhibitors, cell-based, luminescence, uHTS, HEK293 (AID 1566); one-dose inhibition, % at 4 µM; EC50 in µM for titrated hits; HEK293 NOD2/NF-kB luciferase reporter, luminescence; higher % means a stronger effect; 0.63% of 290,000 active; in the data active means inhibition above about 50%; further: many of its hits are not listed in these tables
Autophagy HCS – autophagy modulation, high-content screen; 0.98% of 190,000 active; MEF GFP-LC3 puncta imaging; test concentration mostly 10 µM; calls only at 10 µM (by protocol); AID 463193;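 active means percentage of spot-positive cells more than 3 SD above its plate mean, without a fluorescence outlier flag or 80% toxicity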;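 further: spot-positive cell cutoff set from DMSO-treated cells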
P. falciparum M17LAP – P. falciparum M17LAP inhibitors, primary screen, biochemical, fluorogenic H-Leu-NHMec substrate, 1536-well (AID 1619). recombinant M17LAP, H-Leu-NHMec fluorogenic kinetic assay; higher % means a stronger effect. inhibition, % at 30 µM; hits with a dose series show IC50 in µM. 0.38% of 220,000 active;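 active means compound inhibiting the enzyme by more than half at any dose during confirmatory dose-response retesting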;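 further: plate controls were full reaction with DMSO carrier for no effect and no enzyme background for full effect; strong numbers were not always called active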
Dynein cargo inh – dynein cargo transport inhibition; 3617.4 mouse cells, GR-EGFP nuclear translocation imaging; test concentration mostly 20 µM; stimulated with dexamethasone, 1 µM; active compounds read low; z-score, hits read low; 0.47% of 220,000 active;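 active means plate z-score of nuclear minus cytoplasmic receptor signal below a set negative limit, without overly bright fluorescence or cell loss, cut at about -3.5 in these data, passing the limit was not always enough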;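 further: z-score of nuclear minus cytoplasmic ring GR-EGFP intensity difference per well; some compounds called inactive have numbers as strong as hits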
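Buffer or medium: tet-free medium with charcoal-stripped serum / Also added: dexamethasone agonist, 1.0 µM final, for 30 min / Timing: induction 48 h, compound 1 h, agonist 30 min / Measured by: high-content fluorescence imaging after fixation / Read-out: nuclear-to-cytoplasmic GR-EGFP distribution per well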
b-catenin transl – alters nuclear translocation of beta-catenin in HeLa cells. immunofluorescence imaging. nuclear translocation activity, % at 5 µM. 0.3% of 190,000 active. AID 1665;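 active means nuclear translocation activity above 50% at 5 µM, with a well cell count of 50 or more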;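 further: per-cell ratio of nuclear to cytoplasmic median beta-catenin stain intensity; plate controls were DMSO negative control for no effect and GSK-3 inhibitor IX positive control for full effect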
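Test system: human HeLa cells, endogenous beta-catenin. Times: 24 h compound exposure, 37°C. Measured by: beta-catenin immunofluorescence imaging with DAPI.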
MT stabilizer – stabilizes microtubules in HeLa cells; AID 2205; % tubulin-high responders, % at 10 µM; 0.83% of 200,000 active; HeLa tubulin immunostaining HCS, 24 h; share of cells brighter than vehicle mean+2SD;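 active means plate Z-score above 3 for both tubulin-high and condensed-nucleus cell shares, with cell loss under 80%, at 10 µM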;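 further: anti alpha tubulin signal scored within the nucleus-defined area of each cell; some results filed as inactive read as strong as hits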
Insulin prom up – MIN6 insulin promoter up-regulation; 0.3% of 190,000 active; z-score at 5 µM; MIN6 insulin promoter-GFP reporter, high-content imaging; active compounds read high; AID 1625;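 active means z-score above 3 at 5 µM with at least 500 cells counted in the well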
Yfh1-off respiration – mitochondrial function rescue without frataxin homolog – Friedreich's ataxia, plus single-dose screen, dose response (AID 1465). S. cerevisiae Yfh1-off respiration, WST-1 reduction, 72 h; higher fold induction means a stronger effect. fold induction at 50 µM; hits with a dose series show EC50 in µM. 0.074% of 220,000 active;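 active means fold induction of absorbance versus untreated yeast above a set limit, then at least 30% activation at any dose in follow-up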;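 further: activators that raise dye reduction in frataxin-depleted yeast; strong numbers were not always called active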
NOD1 inhibition – inhibition of NOD1-driven NF-kB reporter – cell-based, luminescence, uHTS, primary screen (AID 1578); NOD1-driven NF-kB luciferase reporter cells, luminescence; higher % means a stronger effect; inhibition, % at 4 µM; hits with a dose series show EC50 in µM; 1% of 290,000 active; in the data active means inhibition mostly above about 36%, no sharp cut-off; inactive means mostly below about 34%;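 further: HEK-293T reporter cells stimulated with the NOD1 agonist gamma-tri-DAP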
Dynein cargo inh cytoplasmic EGFP – further read-out of Dynein cargo inh, marked with its call; z-score; measured here: cytoplasmic GR-EGFP intensity; active compounds read high
Dynein cargo inh nuclear GR-EGFP – further read-out of Dynein cargo inh, marked with its call; z-score; measured here: nuclear GR-EGFP intensity;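 lower value marks the stronger effect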
Dynein cargo inh cell count – further read-out of Dynein cargo inh, marked with its call; z-score; measured here: cell count per field
Insulin prom up cell count – further read-out of Insulin prom up, marked with its call; cell count; measured here: cytotoxicity, nuclei count;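 total cells summed across four imaged fields per well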
b-catenin transl cell count 5 µM – also measured in b-catenin transl; calls as there; cell count; measured here: cell count, cytotoxicity flag
MT stabilizer Hoechst-high % – also measured in MT stabilizer; calls as there; % Hoechst-high responders; measured here: nuclear condensation Hoechst responders;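 share of cells brighter than vehicle mean plus two SD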
MT stabilizer cytotoxicity % – second read-out of MT stabilizer, no call of its own (marks repeat the call); toxicity, %; measured here: cytotoxicity by cell density;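 0% = mean cell density of plate MIN control wells and 100% = no cells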
Autophagy HCS cell loss 18 h – also measured in Autophagy HCS; calls as there; toxicity, %; measured here: cell loss, nuclei count;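 cell loss after 18 h compound exposure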
Active calls of the source: *; i = inactive; . = not tested or not shown; + = active, no number. A portion of the library (hit frequency here may not be typical).

SMILES | HEK293 NOD2/NF-kB | Autophagy HCS | Autophagy HCS cell loss 18 h | P. falciparum M17LAP | Dynein cargo inh | Dynein cargo inh cytoplasmic EGFP | Dynein cargo inh nuclear GR-EGFP | Dynein cargo inh cell count | b-catenin transl | b-catenin transl cell count 5 µM | MT stabilizer | MT stabilizer Hoechst-high % | MT stabilizer cytotoxicity % | Insulin prom up | Insulin prom up cell count | Yfh1-off respiration | NOD1 inhibition
C/C(CC(=O)c1ccccc1)=N\NC(=O)CC#N | 14% | i | -8 | 10% | -0.44 | -0.33 | 0.5 | -0.14 | -0.3 | 882 | 2.7 | 2.6 | 9.2 | 0.57 | 1584 | i | -16%
O=c1c(/C=N/N2CCOCC2)c(C(F)(F)F)[nH]n1-c1ccccc1 | 6% | i | 7 | 4% | -0.44 | -0.31 | 0.13 | 0.25 | -4.3 | 1087 | 3.5 | 3.0 | 8.1 | 0.25 | 1161 | i | -40%
CCOC(=O)c1c(C)[nH]c(C)c1C(=O)CSc1nnc(-c2ccc(OC(F)F)cc2)o1 | 28% | i | 0 | -1% | -0.36 | -0.086 | 0.12 | 0.79 | . | . | 2.5 | 1.2 | 4.3 | 1 | 904 | i | -37%
COC(=O)/C=C/C(=O)N1CCN(c2ccccc2C)CC1 | -16% | i | -4 | -2% | -0.75 | -0.057 | -0.56 | 0.08 | . | . | 1.8 | 2.7 | 5.8 | 1.7 | 1430 | i | -26%
O=C(NCc1ccc(Cl)cc1)C1CCN(S(=O)(=O)c2ccc(F)cc2)CC1 | 27% | i | 5 | 7% | -0.28 | -0.33 | 0.18 | 0.49 | 0.0 | 1520 | 2.5 | 2.0 | 6.7 | -0.49 | 1415 | i | -21%
O=C(/C=C/c1ccc(Cl)cc1Cl)NCCN1CCOCC1 | -5% | i | 20 | 5% | 0.3 | -0.22 | 0.71 | 0.29 | 2.5 | 1392 | 3.2 | 2.0 | 2.9 | -0.61 | 1344 | i | 8%
Cc1ccc(S(=O)(=O)CCC(=O)Nc2ccc(F)cc2)cc1 | 4% | i | 12 | -11% | 0.53 | -0.17 | 0.94 | -1.3 | -3.7 | 1046 | 8.6 | 1.4 | 8.1 | -0.25 | 1673 | i | -32%
OCC1(CC2CCCCO2)CCN(Cc2nc3ccccc3[nH]2)CC1 (stereo not given) | -1% | i | 6 | . | -0.36 | -0.13 | 0.03 | 0.41 | -0.3 | 949 | 2.9 | 1.2 | 7.2 | -0.04 | 1645 | i | -17%
CC(=O)c1ccc2c3c(cccc13)C(=O)N(CCc1ccccc1)C2=O | -134% | i | 9 | 5% | 0.31 | -0.23 | -0.02 | -0.67 | 0.7 | 1113 | 3.9 | 2.3 | 11 | -0.21 | 1433 | i | -26%
COc1ccccc1CCNC(=O)CCn1c(=O)oc2ccccc21 | 1% | i | 7 | 0% | -0.88 | -0.17 | -0.31 | 0.79 | 1.0 | 1131 | 8.1 | 2.3 | 3.1 | -0.4 | 2123 | i | -32%
O=c1c2ccccc2nc(CSc2nnnn2-c2ccccc2)n1-c1ccccc1 | -3% | + | -14* | 7% | -0.64 | -0.18 | 0.11 | -0.036 | -0.8 | 1175 | 5.4 | 1.9 | 5.1 | -0.13 | 1248 | . | -35%
O=C1Nc2ccccc2Nc2ncccc21 | -46% | i | 3 | 2% | -0.21 | -0.23 | 0.36 | 1.1 | 1.2 | 1370 | 2.6 | 1.8 | 5.8 | -0.45 | 1185 | . | .
CN(Cc1cnccn1)Cc1c(C(=O)N2CCc3ccccc3C2)nc2ccc(Cl)cn12 | 22% | i | 2 | 3% | 1.6 | 0.007 | 1.3 | -1.5 | -0.7 | 1510 | 1.4 | 2.3 | 9.8 | . | . | i | 0%
COc1ccc(C(=O)N2CCC(O)(c3ccc(F)cc3)CC2)cc1OC | -3% | i | 0 | -4% | 1.8 | -0.2 | 0.5 | -0.81 | -0.2 | 1223 | 3.2 | 1.4 | 6.7 | -0.43 | 1186 | i | -14%
COCCCn1c(=S)[nH]c2ccc(N3CCOCC3)cc2c1=O | 14% | . | . | -4% | . | . | . | . | -5.5 | 1193 | . | . | . | -0.03 | 1854 | i | -15%
NS(=O)(=O)c1ccc(NC(=O)COC(=O)C23CC4CC(CC(C4)C2)C3)cc1 | 2% | i | 10 | 12% | 0.87 | -0.25 | 0.52 | -0.59 | -0.8 | 968 | 3.8 | 2.0 | 5.6 | -0.03 | 1301 | i | 27%
CNC(=O)CSc1nnnn1-c1ccc(C)cc1C | -5% | i | -1 | 3% | -0.26 | -0.21 | -0.27 | 0.74 | -3.6 | 1001 | 1.3 | 1.7 | 15 | 0.56 | 1362 | i | -4%
CC12CCC(C(=O)NCc3ccc4c(c3)OCO4)(OC1=O)C2(C)C (stereo not given) | -8% | i | -6 | 12% | 0.86 | -0.23 | 0.46 | 0.44 | -5.0 | 1135 | 4.0 | 2.4 | 3.4 | 1.4 | 1209 | i | -9%
O=C(COc1ccc(F)cc1)NNC(=O)c1cc2ccccc2oc1=O | 3% | i | 5 | 6% | 0.17 | -0.31 | -0.19 | 0.53 | -2.7 | 592 | 2.6 | 4.4 | 0.8 | 0.05 | 1138 | i | -46%
CC(CN1CCCCC1)OC(=O)c1ccc2c(c1)OCO2 (stereo not given) | 5% | i | -1 | -9% | 0.24 | -0.26 | 0.45 | -0.63 | -1.2 | 1083 | 3.0 | 2.0 | 7.4 | -0.48 | 1838 | i | -24%
Cc1cc(C)c2c(=O)[nH]c(SCC(=O)N3CCOCC3)nc2n1 | 9% | i | -19 | . | 0.63 | -0.3 | 0.87 | -0.59 | -0.6 | 1005 | 1.9 | 0.8 | 10 | -1.3 | 1513 | i | -20%
O=C(COc1cccc2ccccc12)N1CCN(c2ccccc2)CC1 | 7% | i | -4 | 4% | -0.25 | 0.67 | -0.099 | 0.54 | . | . | 1.3 | 1.6 | 7.9 | 0.24 | 836 | i | 6%
CC(=O)N1CC2([N+](=O)[O-])CN(C(C)=O)CC([N+](=O)[O-])(C1)C2(C)C | 9% | i | -16 | 4% | 0.14 | -0.076 | 0.074 | -0.57 | -3.0 | 996 | 2.6 | 2.5 | 3.2 | 0.12 | 1581 | i | 1%
CC(C)NC(=O)Nc1cccs1 | 11% | i | 0 | -3% | 0.39 | -0.12 | 0.5 | -0.66 | -5.4 | 1189 | 2.8 | 1.3 | 3.8 | -0.14 | 1167 | i | -3%
Cn1c(=O)n(CCc2ccccc2)c(=O)c2c1nc1n2CCCN1Cc1ccccc1 | 20% | i | -1 | -2% | -0.35 | -0.15 | -0.16 | 0.38 | 2.1 | 1146 | 2.9 | 1.5 | 4.7 | 0.31 | 1015 | i | 15%
C=CCn1c(SCC(=O)Nc2nccs2)nnc1-c1ccco1 | 4% | i | -6 | 39% | -2 | -0.19 | -1.3 | -0.54 | 0.7 | 1232 | 2.9 | 1.5 | 4.0 | -1.3 | 1048 | i | 2%
Cc1ccc(C(C)(C)C)c(OCCCn2ccnc2)c1 | -6% | i | -6 | -4% | 0.21 | -0.33 | -0.3 | 0.16 | 0.1 | 951 | 1.7 | 2.5 | 14 | -0.14 | 1353 | i | -23%
Cc1cc(C(F)F)n2ncc(C(=O)NCc3ccccc3C(F)(F)F)c2n1 | 13% | i | 13 | -10% | -0.39 | -0.26 | -0.014 | 0.43 | 0.9 | 1375 | 5.0 | 5.3 | 5.9 | 0.15 | 1537 | i | 8%
CCCN(CC(=O)Nc1cccc(S(N)(=O)=O)c1)CC(=O)Nc1ccc(F)c(F)c1F | -10% | . | . | 3% | 0.97 | -0.13 | 0.38 | -1 | 0.9 | 1402 | . | . | . | 0.39 | 1054 | i | -10%
Cc1ccc(S(=O)(=O)N2CCN(Cc3cc(C(C)C)ccc3O)CC2)cc1 | 9% | i | 2 | -8% | -1.2 | -0.29 | -0.49 | 0.78 | -1.8 | 941 | 4.5 | 2.1 | 8.8 | -0.44 | 1087 | i | 9%
c1ccc2c(c1)nc1sccn12 | 6% | i | -43 | 2% | 1.1 | -0.27 | 1.2 | -0.2 | -5.7 | 938 | 3.4 | 2.1 | 7.5 | -1.1 | 1362 | i | -20%
CC(C)Oc1ccc(C(=O)NC(=S)Nc2ccc(CN3CCOCC3)cc2)cc1 | 32% | i | 6 | -4% | -0.45 | -0.3 | -0.4 | 0.17 | 2.1 | 876 | 2.2 | 3.3 | 6.6 | -0.08 | 1222 | i | -11%
CC1CCCCC12NC(=O)N(CC(=O)c1ccc[nH]1)C2=O (stereo not given) | 8% | i | 12 | -3% | -0.39 | -0.21 | -0.038 | 0.031 | -12 | 1194 | 3.6 | 3.0 | 6.8 | . | . | i | 2%

2 of these compounds, set out differently:
SMILES	HEK293 NOD2/NF-kB	Autophagy HCS	Autophagy HCS cell loss 18 h	P. falciparum M17LAP	Dynein cargo inh	Dynein cargo inh cytoplasmic EGFP	Dynein cargo inh nuclear GR-EGFP	Dynein cargo inh cell count	b-catenin transl	b-catenin transl cell count 5 µM	MT stabilizer	MT stabilizer Hoechst-high %	MT stabilizer cytotoxicity %	Insulin prom up	Insulin prom up cell count	Yfh1-off respiration	NOD1 inhibition
Cc1ccc(S(=O)(=O)N2CCN(Cc3cc(C(C)C)ccc3O)CC2)cc1	9%	i	2	-8%	-1.2	-0.29	-0.49	0.78	-1.8	941	4.5	2.1	8.8	-0.44	1087	i	9%
c1ccc2c(c1)nc1sccn12	6%	i	-43	2%	1.1	-0.27	1.2	-0.2	-5.7	938	3.4	2.1	7.5	-1.1	1362	i	-20%

High-throughput results from PubChem.
